# Source: PubChem BioAssay
# OX1R antag-1: blocks the human orexin 1 receptor; O43613; OX1R-expressing cells, FRET antagonist read-out; inhibition, % at 6.6 µM; 330,000 tested, 1.8% active; AID 485270; in the data active means inhibition mostly above about 38%, no sharp cut-off; inactive means mostly below about 40%;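 further: 0% = agonist challenge alone and 100% = reference antagonist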
# Target sequence (O43613 whole entry, looked up): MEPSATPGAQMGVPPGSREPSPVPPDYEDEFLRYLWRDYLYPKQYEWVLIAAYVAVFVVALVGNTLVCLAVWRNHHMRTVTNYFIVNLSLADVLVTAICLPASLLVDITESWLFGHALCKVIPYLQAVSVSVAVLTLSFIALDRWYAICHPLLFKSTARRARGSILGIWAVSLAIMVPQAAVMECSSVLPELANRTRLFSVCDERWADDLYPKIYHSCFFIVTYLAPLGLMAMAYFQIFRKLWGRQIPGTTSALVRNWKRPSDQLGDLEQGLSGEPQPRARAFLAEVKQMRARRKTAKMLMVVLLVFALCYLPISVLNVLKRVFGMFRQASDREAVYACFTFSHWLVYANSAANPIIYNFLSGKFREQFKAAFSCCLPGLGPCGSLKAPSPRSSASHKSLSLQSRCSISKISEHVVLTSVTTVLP
# OX1R antag-2: antagonists of human orexin 1 receptor | O43613 | CHO/OX1R cells, Fluo-8 calcium fluorescence, orexin A | inhibition, % at 5 µM | 330,000 tested, 0.43% active | AID 434989;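 active means inhibition above its plate's threshold, mean inhibition of all tested compounds on the plate plus 3 SD, cut at about 37% in these data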;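 further: 0% = orexin A challenge wells and 100% = SB-334867-A antagonist wells; not every result past the cut was called active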
# STK33 inh: blocks human STK33 kinase activity; inhibition, % at 10 µM; Q9BYT3; 320,000 tested, 0.073% active; purified STK33, MBP phosphorylation, ADP-Glo luminescence;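 active means inhibition at or above 25%, using the most active replicate where run in duplicate; inactive means inhibition below 25%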
# Target sequence (Q9BYT3 whole entry, looked up): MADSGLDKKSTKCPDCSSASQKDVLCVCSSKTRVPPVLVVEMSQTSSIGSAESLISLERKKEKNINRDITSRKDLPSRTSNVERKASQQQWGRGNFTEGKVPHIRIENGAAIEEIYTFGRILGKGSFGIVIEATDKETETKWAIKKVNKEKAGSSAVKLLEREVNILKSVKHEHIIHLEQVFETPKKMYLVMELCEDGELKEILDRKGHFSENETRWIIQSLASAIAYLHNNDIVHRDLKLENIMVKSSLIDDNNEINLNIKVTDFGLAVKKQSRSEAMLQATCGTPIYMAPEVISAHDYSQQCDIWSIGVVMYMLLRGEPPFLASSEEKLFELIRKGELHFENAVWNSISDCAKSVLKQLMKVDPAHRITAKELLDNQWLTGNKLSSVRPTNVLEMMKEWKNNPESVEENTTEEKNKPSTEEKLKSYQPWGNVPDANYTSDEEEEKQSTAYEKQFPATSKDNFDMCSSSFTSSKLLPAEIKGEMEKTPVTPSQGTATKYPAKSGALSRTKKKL
# Numbers without * were called inactive; x = no result given.
1) Cc1nc2ccc(C(=O)N3CCCC(CO)(Cc4ccc(F)cc4F)C3)cc2nc1C (configuration not stated)
2) O=C(c1ccc(Cl)c([N+](=O)[O-])c1)N(Cc1ccc(Cl)cc1)C1CCS(=O)(=O)C1 (configuration not stated)
3) CCN(CC)C(=O)c1csc(Nc2ccc(C)cc2)n1
4) Cc1ccc(NC(=O)CCc2c(C)nc3ncnn3c2C)nc1
5) Cc1ccc(Nc2nc(N)nc(CSc3nccn3C)n2)c(C)c1
6) CCOc1ccc(NC(=O)C2CC(=O)N(CC)C(=Nc3ccc4c(c3)OCO4)S2)cc1 (configuration not stated)

compound no.	1	2	3	4	5	6
OX1R antag-1	11	22	10	10	11	1
OX1R antag-2	-35	-27	-46	1	-17	-21
STK33 inh	-1.4	1.9	-0.8	-1.3	-1.1	-1.5

7) CCOC(=O)c1ccccc1NC(=O)COC
8) COc1ccc(-c2nnc(SCC(=O)NC3CC3)o2)cc1
9) O=C(NNC1CC(=O)N(c2cccc(Cl)c2)C1=O)c1cccs1 (configuration not stated)
10) N#Cc1ccc(OCc2noc(-c3ccsc3)n2)cc1
11) N#CCCS(=O)(=O)c1nnnn1-c1ccccc1
12) C#CC[N+](C)(C)CCCCCCCCC

compound no.	7	8	9	10	11	12
OX1R antag-1	17	-4	8	12	20	-2
OX1R antag-2	-26	1	3	11	16	-4
STK33 inh	-3.4	1.2	-2.6	-1.9	1.1	-2.8

13) CCc1cc(=O)oc2cc(O[C@@H]3O[C@H](CO)[C@@H](O)[C@H](O)[C@H]3O)c(Cl)cc12
14) C=CCN1C(=O)C(CC(=O)NCC)SC1=Nc1ccccc1CC (configuration not stated)
15) CCOC(=O)c1c(S(=O)(=O)NCC(=O)Nc2cccc(C)c2C)c(C)n(C)c1C
16) COc1ccc(O)c(C(=O)c2cnc3c(c2)CN(C)C(=O)N3)c1
17) O=C1/C(=C/c2cccs2)COc2ccccc21
18) C/C(=N\NC(=S)NCc1ccccc1)c1ccc(C#N)cc1

compound no.	13	14	15	16	17	18
OX1R antag-1	3	9	0	6	16	7
OX1R antag-2	-9	-4	-28	-16	-21	-11
STK33 inh	-1.4	-1.7	6.4	0.2	x	-1.6

19) COc1ccc([N+](=O)[O-])cc1NC(=O)Cc1ccc(C)cc1
20) Cc1cccc(CC(=O)NC2CCCCCC2)c1
21) O=C(Nc1cc(Cl)ccc1-n1cncn1)c1cccc(S(=O)(=O)N2CCOCC2)c1
22) CCOC(=O)C1(Cc2ccc(OC)cc2)CCN(C(=O)Cn2cnnn2)CC1
23) Nc1nc(Cl)cc(N2CCOCC2)n1
24) CCN1C(=O)[C@@H]2[C@@H](c3ccc(SC4CCCCC4)c(OC)c3)N3CCC[C@@]3(C(=O)OC)[C@@H]2C1=O

compound no.	19	20	21	22	23	24
OX1R antag-1	12	17	2	10	5	-2
OX1R antag-2	-1	-19	-14	-1	1	2
STK33 inh	-4.2	-4.5	0.8	0.7	1.0	-0.2

25) CON(c1nc(Cl)nc(N(C)C)n1)S(=O)(=O)c1ccc(C)cc1
26) CCOC(=O)C1CCCN(C(=O)CSc2ccc(NC(C)=O)cc2)C1 (configuration not stated)
27) CSCCC(NC(N)=O)C(=O)NCC1CCCCC1 (configuration not stated)
28) C#CC(CO)N(CCN(Cc1ccccc1)C(C#C)CO)Cc1ccccc1 (configuration not stated)
29) Cn1c2ccccc2c2c(=O)oc3ccccc3c21
30) CCCN(CCC)C1=CC(=[N+]2CCCC2)CC(C)(C)C1

compound no.	25	26	27	28	29	30
OX1R antag-1	-6	8	11	15	61*	10
OX1R antag-2	-21	1	2	-29	25	-15
STK33 inh	-1.2	-0.4	-1.2	0.3	x	-2.1

31) CCOc1ccc(CC(=O)NNC(=O)NC2CCCCC2)cc1
32) NC(=S)Nc1ncc(C(F)(F)F)cc1Cl
33) CCC(=O)c1cc(F)c(N2CCN(S(=O)(=O)c3ccccc3)CC2)cc1C
34) CC(C)(C)c1cc(NS(=O)(=O)c2ccc(Br)s2)no1
35) Cn1c(N)c(C(=O)COC(=O)COc2ccc(Cl)cc2Cl)c(=O)n(C)c1=O
36) Cc1cccc(OCC(=O)OCC(=O)NCC2CCCO2)c1C (configuration not stated)

compound no.	31	32	33	34	35	36
OX1R antag-1	17	31	9	16	14	-4
OX1R antag-2	5	-9	-15	5	-30	-15
STK33 inh	x	-0.3	-1.1	-1.9	1.4	x

37) O=C1Nc2c(c(=O)[nH]c(=O)n2-c2ccccc2F)C(C(F)(F)F)(C(F)(F)F)N1
38) CC[C@]1(C(=O)OC)[C@H]2C(=O)N(C)C(=O)[C@H]2[C@H]2CN(C)C(=NC)N21
39) Cc1cc(C)cc(N(C(=O)CNC(=O)c2ccco2)C(C(=O)NC2CCCC2)c2cccnc2)c1 (configuration not stated)
40) CCN(c1ccc(F)cc1)S(=O)(=O)c1ccc2[nH]cc(C(=O)NCCCN3CCOCC3)c(=O)c2c1
41) CC[n+]1c(C)sc2cc(C)ccc21
42) Cc1ccc(-c2ccc([C@H]3[C@H]4C=CC[C@@H](C)[C@@H]4C(=O)N3Cc3ccccc3)c(F)c2)cc1

compound no.	37	38	39	40	41	42
OX1R antag-1	4	2	29	22	14	13
OX1R antag-2	5	-3	-19	0	-4	-34
STK33 inh	-1.0	x	-1.5	-1.0	-0.1	2.1

43) CCOC(=O)/C(C(N)=NC(C)C)=C(\O)c1ccccc1
44) Cc1ccccc1-c1nc(CN2CCC(C(=O)NCCN3CCOCC3)CC2)c(C)o1
45) Cc1cccc(C(=O)OCC(=O)NCC2COc3ccccc3O2)c1 (configuration not stated)
46) COc1ccc(N2C(=O)CC(NNC(=O)c3ccc(Br)s3)C2=O)cc1 (configuration not stated)
47) CNC(=O)c1[nH]cnc1C(=O)N[C@@H](CC(C)C)C(=O)OCc1ccccc1
48) O=C(CCn1c(=S)oc2ccccc21)N1CCCCC1

compound no.	43	44	45	46	47	48
OX1R antag-1	6	6	-1	8	11	10
OX1R antag-2	-11	2	-17	-21	-40	-5
STK33 inh	1.0	1.0	-1.5	1.9	-1.1	-0.6

# Some of these compounds in order of the STK33 inh value, lowest first:
45) Cc1cccc(C(=O)OCC(=O)NCC2COc3ccccc3O2)c1 (configuration not stated)
47) CNC(=O)c1[nH]cnc1C(=O)N[C@@H](CC(C)C)C(=O)OCc1ccccc1
44) Cc1ccccc1-c1nc(CN2CCC(C(=O)NCCN3CCOCC3)CC2)c(C)o1

compound no.	45	47	44
OX1R antag-1	-1	11	6
OX1R antag-2	-17	-40	2
STK33 inh	-1.5	-1.1	1.0

# The results go on.
49) COC(=O)N1CCN(c2ccc(C(C)=O)cc2)CC1
50) COc1ccc(N2CCN(C(=O)C3CCN(S(=O)(=O)c4cccs4)CC3)CC2)cc1
51) O=C(COC(=O)Cc1cccc(F)c1)NCCc1ccccc1
52) Cc1ccc(N2CCN(C(=O)CN3C(=O)c4ccccc4C3=O)CC2)cc1
53) COc1cc2c(cc1OC)CN(C(=O)CC1CC3CCC1C3)CC2 (configuration not stated)
54) CCS(=O)(=O)Nc1ccc(C2=NN(C(=O)c3ccco3)C(c3cccs3)C2)cc1 (configuration not stated)

compound no.	49	50	51	52	53	54
OX1R antag-1	3	22	1	10	19	2
OX1R antag-2	1	-26	-8	-14	-38	-20
STK33 inh	-0.1	-1.6	-0.6	-1.5	-1.2	-1.5

# Quoted at random: six records from the list
54) CCS(=O)(=O)Nc1ccc(C2=NN(C(=O)c3ccco3)C(c3cccs3)C2)cc1 (configuration not stated)
40) CCN(c1ccc(F)cc1)S(=O)(=O)c1ccc2[nH]cc(C(=O)NCCCN3CCOCC3)c(=O)c2c1
9) O=C(NNC1CC(=O)N(c2cccc(Cl)c2)C1=O)c1cccs1 (configuration not stated)
25) CON(c1nc(Cl)nc(N(C)C)n1)S(=O)(=O)c1ccc(C)cc1
35) Cn1c(N)c(C(=O)COC(=O)COc2ccc(Cl)cc2Cl)c(=O)n(C)c1=O
2) O=C(c1ccc(Cl)c([N+](=O)[O-])c1)N(Cc1ccc(Cl)cc1)C1CCS(=O)(=O)C1 (configuration not stated)

compound no.	54	40	9	25	35	2
OX1R antag-1	2	22	8	-6	14	22
OX1R antag-2	-20	0	3	-21	-30	-27
STK33 inh	-1.5	-1.0	-2.6	-1.2	1.4	1.9

# The list goes on:
55) CCOc1ccc(C2/C(=C(\O)c3ccc4c(c3)OCCO4)C(=O)C(=O)N2CCCN2CCOCC2)cc1OC (configuration not stated)
56) CC[C@H]1c2[nH]c3ccccc3c2C[C@H]2C(=O)N(c3ccc(F)cc3)C(=O)N21
57) N/C(=N\OC(=O)CCCc1ccccc1)c1ccccn1
58) Cn1c(N)c(S(=O)(=O)N2CCN(c3cccc(Cl)c3)CC2)c(=O)n(C)c1=O
59) COc1ccc(/C=C/C(=O)OCC(=O)NCc2cccs2)cc1OC
60) O=C(O)Cn1nc(C(F)(F)F)c2c1CCCC2

compound no.	55	56	57	58	59	60
OX1R antag-1	4	8	10	7	17	17
OX1R antag-2	-9	-32	-12	-1	-11	-5
STK33 inh	-2.1	-1.3	0.9	-0.6	0.2	-0.3

61) O=C(CC12CC3CC(CC(C3)C1)C2)N1CCOCC1
62) CCCCc1ccc(NC(=O)Nc2cccnc2)cc1
63) CCN(CC)CCCN1C=C2C(=O)C(C)(OC(=O)C3CCCC3)C(=O)C(c3ccccc3)=C2C=C1CCCC(=O)OC (configuration not stated)
64) Fc1ccc(OCc2nn3cnnc3s2)cc1
65) COc1ccc(OCc2cc(C(=O)NC(C)Cc3cccnc3)no2)c(Cl)c1 (configuration not stated)
66) COC(=O)c1cn(-c2ccc(Cl)cc2)c(=O)c2ccccc12

compound no.	61	62	63	64	65	66
OX1R antag-1	1	36	25	1	20	10
OX1R antag-2	-5	-20	-23	2	-17	-23
STK33 inh	-0.2	0.2	5.2	-1.0	0.4	-1.4

67) CN(c1ccc(O)cc1)c1nc(-c2cccnc2)cs1
68) COc1ccc(C(=O)NCC(c2ccco2)N2CCCC2)cc1S(=O)(=O)N1CCCCC1C (configuration not stated)
69) Cc1ccc(NS(=O)(=O)c2ccc(N3C(=O)CCC3=O)cc2)cc1
70) CCN1CCN(c2ccc(NC(=O)c3cc(OC)c(OC)c(OC)c3)cc2)CC1
71) COc1ccc(OC)c(NC(=O)CN2c3cccc4cccc(c34)S2(=O)=O)c1
72) CCn1c(SCc2nc3ccccc3s2)nc2cc(S(=O)(=O)N3CCOCC3)ccc21

compound no.	67	68	69	70	71	72
OX1R antag-1	15	6	9	3	6	10
OX1R antag-2	-11	-4	-8	-5	-1	-22
STK33 inh	-0.5	-0.5	-0.9	-2.1	1.2	1.2

73) Cc1cc(C)n(CC(O)COc2ccc(C(C)(C)C)cc2)n1 (configuration not stated)
74) Cc1nn(-c2ccc(Cl)cc2)c2[nH]c(CCl)cc(=O)c12
75) Cc1ccc(S(=O)(=O)N2C(=O)CCC2C(=O)O/N=C(\N)c2ccc([N+](=O)[O-])cc2)cc1 (configuration not stated)
76) O=C(Nc1ccc2oc(-c3cccnc3)nc2c1)c1cccnc1
77) COc1ccc(-c2cc(C(=O)Nc3cccnc3Cl)no2)cc1
78) O=C(NCc1ccco1)c1ccc(OCC2CCCO2)cc1 (configuration not stated)

compound no.	73	74	75	76	77	78
OX1R antag-1	6	14	24	24	11	20
OX1R antag-2	-4	-22	-20	-38	-7	-22
STK33 inh	-2.8	0.3	-0.5	0.1	-0.3	-1.6

79) CCOC(=O)c1ccc(NC(=O)CSc2nnc(CC)o2)cc1
80) Cc1ccc(SCC2=NNC(=O)C2)cc1
81) COc1ccc(NC(=O)/C(=C\c2ccncc2)NC(=O)c2ccccc2)cc1
82) CN(C)c1ccc(N2C(=NC(=O)CC3CCCCC3)SC3CS(=O)(=O)CC32)cc1 (configuration not stated)
83) CCOC(=O)c1cc(C#N)c(Nc2ccccc2OC)nc1C(F)(F)F
84) CC(NCc1ccccc1O)c1ccccc1 (configuration not stated)

compound no.	79	80	81	82	83	84
OX1R antag-1	4	-2	6	8	-1	14
OX1R antag-2	-24	-13	-16	-5	-26	5
STK33 inh	0.8	0.4	-0.3	-2.6	0.1	-1.4

85) CN(C)C(CNC(=O)C1CC(=O)N(Cc2ccccc2)C1)c1ccccc1 (configuration not stated)
86) O=C(NOC(=O)c1ccccc1Cl)c1cccs1
87) O=C(c1ccc(F)cc1)C1CCN(C(=O)Nc2ccc(F)cc2F)CC1
88) COc1ccc(NC(=O)CC(C(=O)O)N2CCCCC2)cc1 (configuration not stated)
89) CCCC[C@@]1(C2CCCC2)Cc2cc(OCC(=O)O)c(Cl)c(Cl)c2C1=O

compound no.	85	86	87	88	89
OX1R antag-1	2	13	2	17	43*
OX1R antag-2	-13	4	-28	-14	-9
STK33 inh	-0.3	-1.2	-2.2	-0.9	-1.3
